DT40 TDP1 CPT – qHTS for Inhibitors of human tyrosyl-DNA phosphodiesterase 1 (TDP1): qHTS in cells in presence of CPT; AID 686979, 2013; Potency, µM (doses to about 46.2 µM), for the others: at the highest dose activity change, negative = growth inhibition, most hits filed as inhibitors; chicken DT40 Tdp1-/-;hTDP1 cells + 20 nM CPT, ATP luminescence, 48 h; 12% of 420,000 active; also: nearly all actives have a fitted effect of over 55% in size
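Chicken DT40 Tdp1-/- cells complemented with human TDP1, 400 cells/well, exposed to compounds plus 20 nM camptothecin for at least 48 h at 37 C; viability read as ATP content by CellTiter-Glo luminescence.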
TDP1 cell noCPT – qHTS for Inhibitors of human tyrosyl-DNA phosphodiesterase 1 (TDP1): qHTS in cells in absence of CPT; Potency, µM (highest dose often 46.2 µM), for the others: at the highest dose activity change, negative = growth inhibition, hits mostly inhibitors; AID 686978, 2013; DT40 Tdp1-/- hTDP1 cells, no CPT, ATP luminescence, 48 h; 15% of 420,000 active; also: nearly all actives have a fitted effect of over 55% in size
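Luminescent ATP content (CellTiter-Glo) served as the growth readout. Knockout chicken DT40 cells expressing human TDP1 were exposed to compounds without camptothecin for a minimum 48 hr at 37 °C.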
GCN5L2 inh – qHTS Assay for Inhibitors of GCN5L2. GCN5L2 HAT assay, ThioGlo1 CoA-SH fluorescence. Potency, µM (series often up to 58.9 µM), without a hit: at the highest dose activity change, negative = inhibition, most hits filed as inhibitors. 0.21% of 390,000 active
Target sequence (Q92830 whole entry, looked up): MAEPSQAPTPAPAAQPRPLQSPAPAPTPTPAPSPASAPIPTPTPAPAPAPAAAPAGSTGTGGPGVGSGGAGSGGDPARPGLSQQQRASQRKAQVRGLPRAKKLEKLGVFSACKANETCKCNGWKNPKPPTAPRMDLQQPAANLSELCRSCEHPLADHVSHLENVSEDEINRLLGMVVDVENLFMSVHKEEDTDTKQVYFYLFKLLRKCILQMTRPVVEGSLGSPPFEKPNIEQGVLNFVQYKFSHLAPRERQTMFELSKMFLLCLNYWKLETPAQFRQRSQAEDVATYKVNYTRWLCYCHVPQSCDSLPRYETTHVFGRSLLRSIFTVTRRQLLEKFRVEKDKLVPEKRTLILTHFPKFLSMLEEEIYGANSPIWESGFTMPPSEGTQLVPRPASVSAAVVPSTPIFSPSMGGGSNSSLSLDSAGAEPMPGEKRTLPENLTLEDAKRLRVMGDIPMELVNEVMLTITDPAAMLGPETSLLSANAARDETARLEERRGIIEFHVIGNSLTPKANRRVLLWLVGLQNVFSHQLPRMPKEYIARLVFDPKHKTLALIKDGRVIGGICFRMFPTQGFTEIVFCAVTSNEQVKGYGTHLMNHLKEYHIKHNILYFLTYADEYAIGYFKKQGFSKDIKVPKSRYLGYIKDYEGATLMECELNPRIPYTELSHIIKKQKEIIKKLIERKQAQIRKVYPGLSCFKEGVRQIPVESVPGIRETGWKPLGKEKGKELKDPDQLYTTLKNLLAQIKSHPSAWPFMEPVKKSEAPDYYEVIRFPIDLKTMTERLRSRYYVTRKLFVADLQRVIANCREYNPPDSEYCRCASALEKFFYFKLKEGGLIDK
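Preincubate 20nM GCN5L2 with compound 15 min, RT → add 50uM ThioGlo1 + 75uM H3(1-25) + 70uM acetyl-CoA → read fluorescence 0 and 20 min. Primary qHTS; fluorescent artifacts likely.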
An asterisk follows results filed as active; ? = inconclusive; nt = not tested or not shown; & = joins results of further samples; [ ] = remark or other dose. Calls follow the shape of the dose curve; as a rule, active = well fitted curve in the direction sought with a large enough effect; inconclusive = small, poorly fitted or top-dose-only effect, or another doubt; inactive = no such curve, though single readings can be large; an effect the other way counts as inactive or inconclusive. % is scaled to controls: 0 for no effect and ±100 for the full control effect; potency is read from the fitted curve at half-maximal effect.

SMILES	DT40 TDP1 CPT	TDP1 cell noCPT	GCN5L2 inh
COC(=O)c1sccc1NC(=O)c1csc(C)c1	-26%	-26%	-16%
FC(F)(F)Oc1ccccc1C(c1nnnn1Cc1ccccc1)N1CCN(C/C=C/c2ccccc2)CC1 (configuration not stated)	?	?	nt
Cc1ccc(-n2nc(CO)c(C(=O)NCc3cccnc3)n2)cc1C	?	?	-3%
COc1ccc(C(O)c2ncc(C(F)(F)F)cc2Cl)cc1 (configuration not stated)	-15%	-10%	1%
O=C(Cn1cnc2ccccc21)Nc1cccc([N+](=O)[O-])c1	?	?	-7%
CN(C(=O)COC(=O)Cn1cnc2c1c(=O)n(C)c(=O)n2C)C1(C#N)CCCCC1	-11%	1%	5%
Fc1ccc(CSc2nncn3c2cc2occc23)c(Cl)c1	?	?	-1%
COCCCNC(=O)C(Cc1ccccc1)NS(=O)(=O)c1ccc2c(c1)c(=O)n(C)c(=O)n2C (configuration not stated)	17%	-1%	0%
Cc1ccc(S(=O)(=O)N(C)C)cc1NC(=O)C(C)OC(=O)c1ccc2c(c1)OCCO2 (configuration not stated)	-12%	-13%	5%
O=C(Nc1cccnc1Cl)c1noc2c1CCc1ccccc1-2	2%	-7%	-4%
COc1ccc(C(=O)N/N=C/c2ccc(OC)c(CN3CCCc4ccccc43)c2)cc1	-24%	?	-4%
CC(=O)c1c(C)[nH]c(C(=O)COC(=O)COc2ccccc2)c1C	-19%	-11%	-3%
CSc1ccc(/C=N/NC(=O)c2ccc3nc[nH]c3c2)cc1	-25%	?	nt
CC(C)N(C)c1ncnc2c1ncn2[C@H]1CN(Cc2ccncc2)C[C@@H](CO)O1	23µM*	23µM*	nt
CCOc1ccccc1-c1cc(C(=O)N/N=C/c2cccnc2)c2ccccc2n1	?	1.5µM*	nt
CCOc1ccc(C(C)=O)cc1COC(=O)C1=COCCO1	-14%	-5%	-9%
Cc1ccc(-n2nnnc2-c2ccco2)cc1	4%	-4%	0%
O=C(N/N=C/C=C\c1ccc([N+](=O)[O-])cc1)c1cccnc1	-29%	-22%	-4%
CCOC(=O)c1ccc(NC(=O)CSc2nnc(-c3cccs3)n2C)cc1	?	?	1%
NC1=NC[C@H](Cc2ccc(O)cc2)N1CCc1cc(C(F)(F)F)cc(C(F)(F)F)c1	?	?	-2%
C[C@H](O)[C@@H]1CN2CCc3c([nH]c4ccccc34)[C@@H]2C[C@@H]1N(C)C(=O)c1ccco1	?	?	nt
COCCNC(=O)C(=O)N/N=C/c1ccccc1C(F)(F)F	3%	4%	2%
CCCCn1c(O)c(/C=C2\C=Nc3ccccc32)c(=O)[nH]c1=O	0%	-1%	5%
Cc1cccc(N2CCN(CCCNC(=O)Cn3ncc4c([nH]c5ccccc54)c3=O)CC2C)c1 (configuration not stated)	?	18µM*	-9%
O=C(Nc1ccccc1O)c1cc(S(=O)(=O)N2CCOCC2)c(Cl)cc1Cl	?	?	-4%
COc1ccc(CC(=O)N/N=C(\C)c2cccs2)cc1OC	-20%	-12%	-1%
COc1ccccc1NC=C1C(=O)OC2(CCCCC2)OC1=O	-4%	2%	-1%
CC(C)CCCC(C)NS(=O)(=O)Cc1ccccc1 (configuration not stated)	-14%	-2%	3%
Cc1nn(Cc2c(F)c(F)c(F)c(F)c2F)c(C)c1NC(=O)c1c([N+](=O)[O-])c(C)nn1C	?	?	1%
N#C/C(=C\c1ccc(O)c(O)c1)C(=O)Nc1ccccc1	24µM*	10µM*	-8%&-7%
O=C(NCCc1ccccc1)C1CCN(S(=O)(=O)N2CCCCC2)CC1	-1%	18%	-7%
CCOc1ccc(N(CC(=O)Nc2ccc3c(c2)OCO3)S(=O)(=O)c2ccccc2)cc1	?	?	-12%
[O-][n+]1c2ccc3nonc3c2nn1-c1ccccc1Cl	1%	-28%	-4%
COc1cc(-c2cc(C(=O)Nc3c(Cl)cc(Cl)cc3Cl)c3ccccc3n2)cc(OC)c1OC	21µM*	18µM*	-23%
Cc1ccc(-n2nc(C)c3c(C)c(CCC(=O)NCc4ccccc4Cl)c(C)nc32)cc1	16µM*	?	-7%
Cn1ncc(N=Cc2c(O)ccc3ccccc23)c1C(=O)N1CCOCC1	1%	-20%	nt
COc1cccc(-c2cccc3c2NC(=O)C3(C)Cc2ccccc2F)c1 (configuration not stated)	-30%	-28%	nt
Cc1c(C(=O)N2CCOCC2)[nH]c2c1C(=O)CC(c1ccc(Cl)cc1)C2 (configuration not stated)	-26%	-41%	1%
O=C(O)c1cc(-c2cccnc2)nc2ccc(Br)cc12	?	22%	-7%
Cc1ccc(C(=O)Nc2nc3c(s2)CCCC3)o1	23µM*	?	4%
Nc1nonc1-n1nnc(C(=O)N/N=C/c2ccc(OCc3ccccc3)cc2)c1CNc1ccccc1	-25%	-20%	-2%
CC(C)c1ccc(CNC(=O)C2(C)CCCN2C)cc1 (configuration not stated)	-2%	-21%	nt
COc1cc(OC)cc(C(=O)NNC(=O)C(=O)Nc2cc(OC)c(Cl)cc2OC)c1	?	-20%	-7%
Cc1ccc(C)c2[nH]c(=O)c(CN(Cc3nnnn3C3CCCCC3)CC3CCCO3)cc12 (configuration not stated)	15µM*	23µM*	-16%
CCC(=N\NC(=O)COc1ccccc1OC)/C(CC)=N/NC(=O)COc1ccccc1OC	-12%	-25%	-1%
C=CCOc1ccc(CN(C)CC(=O)N(CC(C)C)c2c(N)n(CC(C)C)c(=O)[nH]c2=O)cc1	-4%	-5%	-8%
COc1cccc(-c2cc(C(F)(F)F)nc(NCc3ccco3)n2)c1	-11%	-20%	-10%
CCc1cc2c(SCC(=O)Nc3ccc(NC(C)=O)cc3)ncnc2s1	-20%	-25%	1%
CCOC(=O)C1(C)CCCN(C(=O)c2cc(F)ccc2C)C1 (configuration not stated)	3%	-14%	nt
CC1(C)Cc2nc3scc(NC(=O)c4ccccc4)c3cc2CO1	?	?	-1%

(continued)
SMILES	DT40 TDP1 CPT	TDP1 cell noCPT	GCN5L2 inh
Cc1nnc(SCC(=O)N(C)CC(=O)Nc2ccccc2Cl)s1	13%	-1%	-2%
CCCCCCc1cc2cc(S(=O)(=O)c3ccc(C)cc3)c(=O)oc2cc1O	?	?	-13%
CCOc1ccc(/C=N/NC(=O)Cc2cccs2)cc1	4%	-15%	-5%
CCC(Sc1nc2ncccc2[nH]1)C(=O)NC1CCC(C)CC1 (configuration not stated)	5%	2%	-4%
CCOCCCN1CN(Cc2ccccc2)CNC1=S	8%	6%	38%[activator]
O=C(Cc1cn2ccsc2n1)NCCc1ccc(F)cc1	7%	-3%	3%
Cc1ccc2nc(-c3cccc(N)c3)oc2c1	1%	-16%	-6%
CCc1ccc(OCC(=O)NCCN(C)C)c(Br)c1	-4%	5%	-11%
O=[N+]([O-])c1ccc2[nH]c(O)c(N=NC(=S)Nc3cccnc3)c2c1	-1%	6%	-7%
CC(C)=NNC(=O)C1=NNC(=O)C1	-6%	-1%	-15%
Cc1ccccc1OCC(=O)O/N=C(\N)c1ccncc1	22%	-16%	-16%
CC(=O)c1ccc(OCCCC(=O)OCC(=O)Nc2c(C)nn(-c3ccccc3)c2C)cc1	1%	-1%	-1%
O=C(Nc1ccc2nc3n(c(=O)c2c1)CCCCC3)c1ccccn1	-28%	?	-5%
O=C(COCc1cc(-c2ccc(F)cc2)on1)Nc1cc(F)ccc1F	-28%	-30%	0%
CC1Sc2ccc(S(=O)(=O)CCC(=O)N(C)Cc3ccccc3)cc2NC1=O (configuration not stated)	18µM*	?	-2%
CCOC(=O)Nc1ccc2c(COC(=O)C(NS(=O)(=O)c3ccc(Cl)cc3)C(C)O)cc(=O)oc2c1 (configuration not stated)	?	?	-20%
COc1ccc(NC(=O)NCCC2=CCCCC2)cc1	-9%	1%	-9%
O=[N+]([O-])c1ccc(N2CCN(CCOc3nonc3-c3ccccc3)CC2)c(Cl)c1	29µM*	?	-2%
CCCCc1ccc(NC(=O)Nc2cnccn2)cc1	15µM*	23µM*	-5%
O=c1c(-c2cc(F)cc(F)c2)nc2cnc(N3CCNCC3)nc2n1CCc1ccccc1	?	?	-19%
Cc1ccc2c(Cl)cc(Cl)c(OCC(=O)OCC(=O)Nc3ccc(C#N)cc3)c2n1	8%	-20%	-7%
Cc1cccc(C(=O)N2CCC[C@H]2C(=O)N2CCC[C@H]2C(=O)NCc2ccncc2)c1	1%	1%	nt
COc1ccc(C(=O)N/C(=C\c2ccc3c(c2)OCO3)C(=O)NCCc2nc3ccccc3[nH]2)cc1	-17%	-18%	1%
Cc1ccc(SC(C)C(=O)Nc2ncn[nH]2)cc1 (configuration not stated)	12%	1%	-11%
O=C(CN1CCN(c2ncccn2)CC1)NCc1ccc2c(c1)OCO2	9%	2%	-1%
O=C(NNc1ccccc1)OCc1ccccc1	?	?	nt
Cc1ccc(NNC(N)=S)cc1Cl	?	?	2%
Cc1ccc(O)c(NC(=O)C2CC(c3ccc(F)cc3)=NO2)c1 (configuration not stated)	-27%	-15%	0%
OC(CNC1CCCc2ccccc21)COc1c(Cl)cccc1Cl (configuration not stated)	?	?	1%
CC(=O)Nc1cccc(NC(=O)CSc2nc(=O)n(CCN3CCOCC3)c3c2CCCC3)c1	-18%	-6%	-21%
CC/C(O)=C1\C(=O)CC(c2ccccc2)CC1=NCCC(=O)O (configuration not stated)	6%	-8%	-9%
Cc1ccc(C(=O)/C=C/c2cc(C#N)n(C)c2C)cc1	2%	?	0%
Cc1nc(C(F)(F)F)ccc1C(=O)N1CCC1(C)C(=O)Nc1ccc2c(c1)OCO2 (configuration not stated)	-27%	?	nt
O=C(NCCCN1CCOCC1)C1COc2ccccc2O1 (configuration not stated)	-6%	-1%	2%
CCCC[C@@H]1Cc2[nH][nH]c(=O)c2[C@H](c2ccc3ccccc3c2)O1	-1%	18µM*	nt
CCOc1ccc(S(=O)(=O)N2CCC(C(=O)NCc3ccncc3)CC2)cc1Cl	-22%	-19%	0%
Cc1cnc(-n2ncc(C(=O)N(C)C3CCOC3)c2-c2cccs2)nc1-c1ccc(F)cc1 (configuration not stated)	14%[9.04 µM]	-20%	nt
NNC(=O)c1ccc(COc2cccc3ccccc23)o1	?	?	-21%
O=C(c1ccc(CSc2ccc(Cl)cc2)cc1)N1CCCC1	?	?	-15%
COc1ccc(CN2CCOCCOCCOCCOCCOCC2)cc1	22%	-1%	0%
CC(C)CCNC(=O)CCc1nnc(Cc2c[nH]c3ccccc23)o1	-3%	-1%	0%
COC(=O)Cc1nc(NC(=O)c2cccs2)sc1C	3%	0%	-6%
COc1ccc(OC)c(S(=O)(=O)Nc2ccc(-c3ccc4nncn4n3)cc2)c1	2.1µM*	2.1µM*	-4%
CCOC(=O)[C@@H]1[C@H]2COc3ccc(Br)cc3[C@@H]2N2C(=O)N(c3ccc(Br)cc3)C(=O)[C@@]12C	?	?	-6%
CC(C)(C)NS(=O)(=O)c1ccc(OCC(=O)NCC2CCCO2)cc1 (configuration not stated)	4%	-9%	-17%
O=C1CC(=O)N(CCc2ccccc2)C(=O)N1CCc1ccccc1	?	-19%	-26%
NS(=O)(=O)c1ccc(CCNCc2cccs2)cc1	-2%	-12%	-2%
CCCNC(=O)COC(=O)c1cc2c(=O)n3ccccc3nc2s1	-15%	?	0%

Another view of 13 compounds above:
Results follow in this order: DT40 TDP1 CPT, TDP1 cell noCPT, GCN5L2 inh
> COc1cc(OC)cc(C(=O)NNC(=O)C(=O)Nc2cc(OC)c(Cl)cc2OC)c1
    ?, -20%, -7%
> Cc1ccc(C)c2[nH]c(=O)c(CN(Cc3nnnn3C3CCCCC3)CC3CCCO3)cc12 (configuration not stated)
    15µM*, 23µM*, -16%
> CCC(=N\NC(=O)COc1ccccc1OC)/C(CC)=N/NC(=O)COc1ccccc1OC
    -12%, -25%, -1%
> C=CCOc1ccc(CN(C)CC(=O)N(CC(C)C)c2c(N)n(CC(C)C)c(=O)[nH]c2=O)cc1
    -4%, -5%, -8%
> COc1cccc(-c2cc(C(F)(F)F)nc(NCc3ccco3)n2)c1
    -11%, -20%, -10%
> CCc1cc2c(SCC(=O)Nc3ccc(NC(C)=O)cc3)ncnc2s1
    -20%, -25%, 1%
> CCOC(=O)C1(C)CCCN(C(=O)c2cc(F)ccc2C)C1 (configuration not stated)
    3%, -14%, nt
> CC1(C)Cc2nc3scc(NC(=O)c4ccccc4)c3cc2CO1
    ?, ?, -1%
> Cc1nnc(SCC(=O)N(C)CC(=O)Nc2ccccc2Cl)s1
    13%, -1%, -2%
> CCCCCCc1cc2cc(S(=O)(=O)c3ccc(C)cc3)c(=O)oc2cc1O
    ?, ?, -13%
> CCOc1ccc(/C=N/NC(=O)Cc2cccs2)cc1
    4%, -15%, -5%
> CCC(Sc1nc2ncccc2[nH]1)C(=O)NC1CCC(C)CC1 (configuration not stated)
    5%, 2%, -4%
> CCOCCCN1CN(Cc2ccccc2)CNC1=S
    8%, 6%, 38%[activator]
